DRD3 agonist: qHTS of D3 Dopamine Receptor Agonist: qHTS | D(3) dopamine receptor (Homo sapiens), P35462 | D3R DiscoveRx beta-arrestin cells, luminescence, 90 min | max activation, % | 410,000 compounds, 0.58% hits | AID 652048, 2013; in the data active = max activation above about 30%; also: 0% is about no effect; mostly tested at two doses, the higher about 12 µM
Target sequence (P35462 whole entry, looked up): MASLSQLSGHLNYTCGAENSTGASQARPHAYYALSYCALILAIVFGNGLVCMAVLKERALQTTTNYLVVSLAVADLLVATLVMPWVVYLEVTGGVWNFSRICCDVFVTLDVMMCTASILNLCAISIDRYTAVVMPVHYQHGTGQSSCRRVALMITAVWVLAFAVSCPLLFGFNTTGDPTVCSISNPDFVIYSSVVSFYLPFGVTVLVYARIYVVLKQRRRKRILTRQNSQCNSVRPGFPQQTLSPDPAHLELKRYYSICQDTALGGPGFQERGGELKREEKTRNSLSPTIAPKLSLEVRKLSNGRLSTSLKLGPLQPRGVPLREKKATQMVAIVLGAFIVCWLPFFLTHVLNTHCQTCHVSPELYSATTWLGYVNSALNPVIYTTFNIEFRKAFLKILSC
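Cells at 1500/well, incubated overnight, then treated with pinned compounds (dopamine as control) for 90 min at 37 degrees C. DiscoveRx reagent added for 30 - 60 minutes at room temperature; luminescence read.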
Akt phos inh: HTS Assay for Inhibitors of Akt Phophorylation: Primary Screen. 360,000 compounds, 0.32% hits. Neuro2A IGF-stimulated pAkt S473 HTRF, 20 min; active compounds read low. activity change, % for hits at 50 µM; in the data active = activity change below about -80%; inconclusive = mostly about -51% to -80%; also: % is scaled to controls: 0 for no effect and ±100 for the full control effect
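Neuro2A cells in DMEM with 0.5% FBS, overnight at 37 deg C, given compound at single 50 µM final, then IGF (6 nM final) for 20 min at 37 deg C. Lysed; phospho-Akt Ser473 by HTRF after 24 h, 665/615 ratio.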
EPAC2 antagonist: qHTS for Antagonist of cAMP-regulated guanine nucleotide exchange factor 2 (EPAC2): primary screen; Rap guanine nucleotide exchange factor 4 (Homo sapiens), Q8WZA2; EPAC2 GEF exchange of Rap1B-BODIPY-GDP, fluorescence; Potency, µM (titrated, usually from 114 µM), without a hit: at the highest dose activity, negative = inhibition, most hits filed as inhibitors; 360,000 compounds, 0.18% hits; also: potency is read from the fitted curve at half-maximal effect; % is scaled to controls: 0 for no effect and ±100 for the full control effect; nearly all actives have a fitted effect of over 45% in size; many of its hits are not listed in these tables
EPAC2 agonist: qHTS for Agonist of cAMP-regulated guanine nucleotide exchange factor 4 (EPAC2): primary screen | AID 720711, 2013 | 360,000 compounds, 0.079% hits | EPAC2 activation, biochemical qHTS; response scale: 100% = 6.5 mM cAMP response | Potency, µM (highest dose often 154 µM), for the others: at the highest dose activation, usual class: activators; also: potency is read from the fitted curve at half-maximal effect; nearly all actives have a fitted effect of over 50% in size
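In this primary screen, activation is scored as increased exchange of BODIPY-GDP from Rap1B by 100 nM EPAC2, with 50 uM GDP as competitor. Signal is normalized to the 6.5 mM cAMP agonist control.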
Mm-Cpn inhibitor: Inhibitors of TCP-1 ring complex (TRiC) of Methanococcus maripaludis (MmCpn): qHTS | Chaperonin Mm-Cpn (Methanococcus maripaludis) | purified Mm-Cpn ATPase, ADP Transcreener TR-FRET | Potency, µM (top dose mostly 76.9 µM), for inactives: at the top dose activity, negative = inhibition, usual class: inhibitors | 330,000 compounds, 0.031% hits | AID 504842, 2011; also: potency is read from the fitted curve at half-maximal effect; % is scaled to controls: 0 for no effect and ±100 for the full control effect; nearly all actives have a fitted effect of over 80% in size
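Compound-treated chaperonin, 25 nM final, turns over 10 uM ATP at 37°C for 30 min following a 10 min preincubation; ADP generated competes with ADP-d2 for Eu-cryptate antibody, lowering FRET.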
DRD3 antagonist: qHTS of D3 Dopamine Receptor Antagonist: qHTS; max response, negative = inhibition, %; D3R cells, DiscoveRx beta-arrestin luminescence, antagonist mode; active compounds read low; 360,000 compounds, 2.5% hits; D(3) dopamine receptor (Homo sapiens), P35462; in the data active = max response below about -50%; inconclusive = no clear call, values can overlap the other calls; also: % is scaled to controls: 0 for no effect and ±100 for the full control effect; mostly tested at two doses, the higher about 12 µM
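Cells expressing the human receptor were seeded at 1500 cells/well, incubated overnight at 37 degrees C in 5% CO2, then exposed to library compounds with dopamine controls for 90 minutes at 37 degrees C before luminescent detection.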
CCT modulator: High-Throughput Screening for Modulators of Cytosolic Chaperonin Activity; activity change, % (concentration not given with the values), hits read low; AID 651819, 2012; 360,000 compounds, 0.3% hits; purified chaperonin ATPase assay, HTRF ADP detection, 30 min; in the data active = activity change below about -30%; also: % is scaled to controls: 0 for no effect and ±100 for the full control effect
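TRiC (40 or 20 nM final, by batch activity) in 30 mM Tris pH 7.4, 100 mM KCl, 5 mM MgCl2, 1 mM DTT was treated with compound at 76 uM single dose, then 10 uM ATP, 30 min at 37 °C. ADP was read by HTRF Transcreener.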
PTHR1 ag: qHTS for PTHR1 Agonists: Primary Screen; HEK293 GP2 PTHR1 cells, GloSensor cAMP luminescence, 1 h; 410,000 compounds, 0.075% hits; AID 743266, 2014; Potency, µM (doses to about 115 µM), without a hit: at the top dose activation, hits mostly activators; also: potency is read from the fitted curve at half-maximal effect; nearly all actives have a fitted effect of over 55% in size; some results filed as inactive show a strong effect at the top dose; inactives centre near -15; many of its hits are not listed in these tables
Target sequence (Q03431 whole entry, looked up): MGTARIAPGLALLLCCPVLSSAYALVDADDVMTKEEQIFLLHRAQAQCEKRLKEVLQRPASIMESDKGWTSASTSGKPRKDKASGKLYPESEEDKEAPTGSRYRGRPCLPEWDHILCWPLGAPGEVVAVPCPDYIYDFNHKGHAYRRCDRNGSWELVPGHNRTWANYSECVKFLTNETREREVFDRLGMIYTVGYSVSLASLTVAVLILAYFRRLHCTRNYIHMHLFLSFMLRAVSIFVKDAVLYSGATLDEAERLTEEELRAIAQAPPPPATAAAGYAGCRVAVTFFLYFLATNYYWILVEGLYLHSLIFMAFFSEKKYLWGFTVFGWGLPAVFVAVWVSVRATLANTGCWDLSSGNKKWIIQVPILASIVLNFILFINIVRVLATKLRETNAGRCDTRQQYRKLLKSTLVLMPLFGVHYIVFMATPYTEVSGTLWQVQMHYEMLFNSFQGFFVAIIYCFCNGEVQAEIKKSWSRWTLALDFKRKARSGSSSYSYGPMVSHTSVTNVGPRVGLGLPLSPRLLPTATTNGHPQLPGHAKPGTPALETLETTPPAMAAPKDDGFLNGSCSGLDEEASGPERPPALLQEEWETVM
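HEK-293-derived GP2 cells expressing PTHR1 and a GloSensor cAMP reporter, 3,000/well, plated overnight, given luciferin plus IBMX (each 0.5 mM as added) for 1 h at 37 °C, then compound for 1 h at 37 °C. Luminescence was read after 15 min at room temperature.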
* = called active by the depositor; i = inactive; ? = inconclusive; nt = not tested or not shown; [ ] = remark or other dose. Unless noted, calls follow the shape of the dose curve; as a rule, active = well fitted curve in the direction sought with a large enough effect; inconclusive = small, poorly fitted or top-dose-only effect, or another doubt; inactive = no such curve, though single readings can be large; an effect the other way counts as inactive or inconclusive. An excerpt; rates above refer to the full screens.

Key to letters: A = DRD3 agonist; B = Akt phos inh; C = EPAC2 antagonist; D = EPAC2 agonist; E = Mm-Cpn inhibitor; F = DRD3 antagonist; G = CCT modulator; H = PTHR1 ag
Cc1cc(OCC(=O)Nc2ccc(N3CCN(C(=O)c4ccco4)CC3)cc2)cc(C)c1Cl
  A: 55*; B: i; C: -3%; D: 1%; E: -1%; F: 53; G: -1.0; H: -17%[57.5 µM]

Nc1nc(N)c2[nH]c(-c3ccccc3)nc2n1
  A: 2; B: i; C: 7%; D: 6%; E: -5%; F: 24; G: -3.8; H: i

O=C(CCNC(=O)c1ccc(Cl)cc1)NCc1cccc(C(F)(F)F)c1
  A: -16; B: i; C: -15%; D: -8%; E: -1%; F: 16; G: -1.1; H: -4%

CC1CCCC(C)N1C(=O)COC(=O)CCC1CCCC1 (stereo not drawn)
  A: -3; B: i; C: 3%; D: 11%; E: 1%; F: 4; G: 0.5; H: i

CCSc1nnc(NC(=O)c2csc(C)c2)s1
  A: -2; B: i; C: 13%; D: 7%; E: -1%; F: 24; G: -1.7; H: i

O=C(c1cccs1)N1C[C@H](O)[C@@H](n2cc(C3CC3)nn2)C[C@@H]1c1ccccc1
  A: 1; B: i; C: -4%; D: -1%; E: nt; F: -7; G: 0.4; H: -34%

Cc1cc(C)c2c(N)c(C(=O)Nc3ccccc3Cl)sc2n1
  A: 3; B: i; C: 1%; D: 3%; E: nt; F: 2; G: 2.8; H: -2%

CCCCC(O)(c1ccccc1)C(CN1CCOCC1)c1ccccc1 (stereo not drawn)
  A: -7; B: i; C: -14%; D: 13%; E: 0%; F: -14; G: -2.7; H: -9%

O=C(Nc1ccc(N2CCOCC2)cc1)c1ccc(Cl)nc1
  A: 3; B: i; C: -1%; D: 13%; E: -1%; F: -14; G: -2.5; H: -29%[57.5 µM]

O=C(COCC(=O)Nc1cccc(C(F)(F)F)c1)Nc1cccc(C(F)(F)F)c1
  A: -9; B: i; C: -6%; D: -22%; E: 0%; F: 17; G: -1.3; H: i

Cc1ccccc1OCC(=O)NCC(c1cccs1)N1CCOCC1 (stereo not drawn)
  A: 3; B: i; C: 4%; D: 1%; E: 0%; F: 9; G: -0.2; H: -21%

COc1ccc(S(=O)(=O)N2CCC[C@H]2C(=O)NC2=NCCS2)cc1
  A: -6; B: i; C: 13%; D: -6%; E: -1%; F: 10; G: 1.1; H: i

CCC(=O)NCCc1nc2cc(NC(=O)c3cccc([N+](=O)[O-])c3)ccc2n1C
  A: 1; B: i; C: 10%; D: 9%; E: 0%; F: -2; G: -0.8; H: i

CCOc1ccccc1Nc1ncnc2ccc(Br)cc12
  A: 12; B: i; C: -5%; D: 10%; E: -4%; F: 2; G: 0.3; H: ?

C/C(=N\OC(=O)c1ccc(Br)cc1)c1ccccn1
  A: -3; B: i; C: 3%; D: 6%; E: 1%; F: 14; G: -0.9; H: -12%

Cc1cc(C(=O)Cn2cnc3ccccc3c2=O)c(C)n1C1CC1
  A: -3; B: i; C: -10%; D: 5%; E: 0%; F: -19; G: 1.5; H: -23%

COCCC(=O)N1CCOCC1c1cc(C(=O)Nc2ccccc2)no1 (stereo not drawn)
  A: -7; B: i; C: -2%; D: -6%; E: nt; F: 25; G: 0.9; H: -5%

COCCCN(Cc1cccs1)S(=O)(=O)c1csc(C(N)=O)c1
  A: 3; B: i; C: 7%; D: 12%; E: 2%; F: -5; G: 0.0; H: i

CCOC(=O)C1C(c2cccc([N+](=O)[O-])c2)C2C(=O)NN=C2CC1(C)O (stereo not drawn)
  A: 4; B: i; C: 5%; D: 6%; E: -7%; F: 9; G: 0.9; H: i

O=C1CCCC2=C1C(c1cccs1)CC(=O)N2c1ccc(F)cc1 (stereo not drawn)
  A: -3; B: i; C: -9%; D: -2%; E: 3%; F: -23; G: -0.9; H: i

COc1ccc(NC(=O)CN2CCN(Cc3ccccc3)CC2)cc1
  A: -20; B: i; C: 1%; D: 5%; E: -4%; F: -22; G: 1.4; H: i

CCC(COC)NCc1cn(-c2ccc(F)cc2F)nc1-c1ccccc1C (stereo not drawn)
  A: -9; B: i; C: -9%; D: 2%; E: 0%; F: -17; G: 1.0; H: ?

O=c1/c(=C/c2ccc(O)c([N+](=O)[O-])c2)sc2nc3ccccc3n12
  A: 2; B: i; C: ?; D: -4%; E: 2%; F: -8; G: 1.1; H: -33%[inhibitor]

COc1ccc(CCNc2cc(-c3ccccc3)nc3ncnn23)cc1
  A: 4; B: i; C: 4%; D: -2%; E: -10%; F: 4; G: -0.6; H: -28%

O=C(O)CCNC(=O)c1cncc(Br)c1
  A: -4; B: i; C: 0%; D: -5%; E: 1%; F: 3; G: 0.7; H: i

More records follow:
Key to letters: A = DRD3 agonist; B = Akt phos inh; C = EPAC2 antagonist; D = EPAC2 agonist; E = Mm-Cpn inhibitor; F = DRD3 antagonist; G = CCT modulator; H = PTHR1 ag
O=C(Nc1ccccc1Oc1cccnc1)C1CCCN(Cc2ccccc2O)C1 (stereo not drawn)
  A: 10; B: i; C: 5%; D: -4%; E: 3%; F: 14; G: -0.6; H: i

CC1CCCCC12NC(=O)N(CC(=O)NCc1ccc3c(c1)OCO3)C2=O (stereo not drawn)
  A: 5; B: i; C: 6%; D: -2%; E: 2%; F: 9; G: 0.4; H: -11%

O=C(NCc1cccnc1)c1ccc(NS(=O)(=O)c2cccc([N+](=O)[O-])c2)cc1
  A: 1; B: i; C: 9%; D: 4%; E: -2%; F: 7; G: -2.2; H: i

CC(C)(C)OC(=O)C[C@@H]1C/C=C\C[C@H](CC(=O)NCCO)C(=O)N[C@@H](c2ccccc2)COC1=O
  A: 5; B: i; C: 11%; D: 5%; E: -27%; F: -2; G: -0.7; H: -24%

COc1ccc(NS(=O)(=O)c2cccc(Cl)c2)cc1S(=O)(=O)N1CCCCC1
  A: 1; B: i; C: -1%; D: 2%; E: 1%; F: -1; G: -0.6; H: -16%

CC(=O)N1CCC2(CC1)C(C#N)=C(N)Oc1n[nH]c(C)c12
  A: -4; B: i; C: -2%; D: 6%; E: -1%; F: -13; G: -4.7; H: -7%[57.5 µM]

CCN(CC(=O)NCc1ccc(Cl)cc1)C(=O)CCC(=O)c1ccc(C)cc1
  A: -35; B: i; C: 4%; D: 6%; E: 1%; F: -16; G: -2.1; H: -1%

CC(=NNc1ccc([N+](=O)[O-])cn1)c1ccc(N)cc1
  A: -20; B: i; C: -18%; D: -6%; E: nt; F: ?; G: -0.1; H: -49%[inhibitor]

O=S(=O)([O-])C(c1ccccc1)[n+]1ccccc1 (stereo not drawn)
  A: -10; B: i; C: -5%; D: 6%; E: -2%; F: -24; G: 2.7; H: -19%

Oc1ccccc1N1CCN(C(c2ccccc2)c2ccccc2)CC1
  A: 3; B: i; C: -9%; D: -7%; E: 2%; F: 6; G: -0.8; H: i

COc1ccccc1Oc1nc2ccccn2c(=O)c1/C=C(\C#N)C(=O)Nc1c(C)n(C)n(-c2ccccc2)c1=O
  A: -6; B: i; C: 7%; D: 4%; E: -2%; F: 8; G: -4.2; H: -24%

Cc1ccc(S(=O)(=O)NCc2ccncc2)cc1C
  A: 4; B: i; C: 0%; D: 7%; E: 2%; F: 4; G: -1.8; H: -18%

CN1OC[C@@H]2CN(Cc3ccccc3)[C@H](c3cccc(N4CCOCC4)c3)C[C@@H]21
  A: -2; B: i; C: -16%; D: 8%; E: nt; F: -5; G: -4.9; H: i

CCc1ccc(-n2nc3ccc(NC(=O)c4ccc5c(c4)OCO5)cc3n2)cc1
  A: 2; B: i; C: 1%; D: 1%; E: 2%; F: -23; G: -2.7; H: -20%[57.5 µM]

Cc1ccc(S(=O)(=O)N(C)C)cc1NC(=O)CSc1nncs1
  A: 5; B: i; C: -4%; D: 4%; E: 0%; F: -20; G: 0.9; H: -27%

CCn1cc(CN2CCC(C(=O)Nc3ccc(Oc4ccccc4)nc3)CC2)cn1
  A: -20; B: i; C: -16%; D: -2%; E: -6%; F: 3; G: 0.0; H: -6%

Cc1cccc(C(=O)NCc2nnc(SCc3ccc(F)cc3)n2C)c1
  A: -1; B: i; C: -10%; D: -7%; E: 1%; F: 2; G: -0.9; H: -18%

CCOC(=O)C1=C(C)Nc2nnnn2C1c1ccccc1Cl (stereo not drawn)
  A: -3; B: i; C: -9%; D: 13%; E: 2%; F: 18; G: 0.6; H: i

CCOC(=O)[C@@H]1[C@H]2COc3ccc(Br)cc3[C@H]2N2C(=O)N(c3ccc(OC)cc3)C(=O)[C@]12C
  A: -14; B: i; C: -29%; D: 6%; E: 1%; F: -62*; G: -0.8; H: i

Two successive records already listed, quoted:
Key to letters: A = DRD3 agonist; B = Akt phos inh; C = EPAC2 antagonist; D = EPAC2 agonist; E = Mm-Cpn inhibitor; F = DRD3 antagonist; G = CCT modulator; H = PTHR1 ag
CCOC(=O)C1=C(C)Nc2nnnn2C1c1ccccc1Cl (stereo not drawn)
  A: -3; B: i; C: -9%; D: 13%; E: 2%; F: 18; G: 0.6; H: i

CCOC(=O)[C@@H]1[C@H]2COc3ccc(Br)cc3[C@H]2N2C(=O)N(c3ccc(OC)cc3)C(=O)[C@]12C
  A: -14; B: i; C: -29%; D: 6%; E: 1%; F: -62*; G: -0.8; H: i

Some entries already given, showing only PTHR1 ag, EPAC2 agonist and EPAC2 antagonist:
SMILES | PTHR1 ag | EPAC2 agonist | EPAC2 antagonist
CCN(CC(=O)NCc1ccc(Cl)cc1)C(=O)CCC(=O)c1ccc(C)cc1 | -1% | 6% | 4%
CN1OC[C@@H]2CN(Cc3ccccc3)[C@H](c3cccc(N4CCOCC4)c3)C[C@@H]21 | i | 8% | -16%

Assay outcomes from PubChem BioAssay.
